# Screens deposited in PubChem BioAssay by National Center for Advancing Translational Sciences (NCATS).
# PI5P4Ka inh = inhibitors of human PI5P4K alpha. P48426. PI5P4Kalpha enzyme, ADP-Glo luminescence, 60 min; stronger effect = lower value. max response, %. hit rate 1.2% among 330,000. AID 652105; active means max response of -50% or lower; inconclusive means between -30% and -50%; inactive means -30% or higher; further: value at the top dose of about 77 µM; on the % scale 0 is the no-effect control and ±100 the full control effect
#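 PI5P4Kalpha ADP-Glo assay; 5 microM ATP final; 60 min RT reaction; HEPES pH 7.4/EGTA/CHAPS, 5% DMSO; controls lacking substrate or enzyme; luminescent end-point.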
# CCT chaperon mod = modulators of cytosolic chaperonin (CCT/TRiC) activity; activity change, % (test concentration not listed), hits read low; purified chaperonin ATPase assay, HTRF ADP detection, 30 min; hit rate 0.3% among 360,000; in the data active means activity change below about -30%; further: on the % scale 0 is the no-effect control and ±100 the full control effect
#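 Nucleotide hydrolysis assay: TRiC at 20–40 nM final (set by batch activity) with 10 uM ATP, 30 min at 37 °C, in presence of 76 uM compound. Detection by competitive ADP HTRF, 30 min ambient.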
# IL2 activator = activates IL-2 in a cell-based reporter assay; activation, % (series mostly up to about 46 µM); IL-2 activation reporter assay, cell-based qHTS; stimulated with anti-CD3/CD4/CD28 beads; in transgenic mouse T cells; hit rate 0.065% among 360,000; AID 652025; in the data active means activation above about 50%; inconclusive means mostly about 30% to 49%; further: 0% is about no effect
#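 Readout is EGFP and DsRed signal by fluorescent plate cytometry after 18 h at 37 degrees C. Transgenic mouse T cells (750/well) received compound for 60 min before bead stimulation (anti-CD3, anti-CD4, anti-CD28); memory T cells served as non-tolerant control.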
# PLK1 PBD block = PLK1 (human) polo-box domain binding inhibition. P53350. Plk1 PBD binding of FITC phosphopeptide, fluorescence polarization. Potency, µM, without a hit: max response, negative = inhibition, hits mostly inhibitors. hit rate 2.8% among 360,000; further: potency means the concentration at half of the fitted maximal effect; series mostly up to about 57 µM; on the % scale 0 is the no-effect control and ±100 the full control effect; nearly all actives have a fitted effect of over 65% in size
# EPAC1 ag = activates human EPAC1 exchange factor; O95398; EPAC1 agonist qHTS, biochemical assay; response scale: 100% = response to 6.5 mM cAMP; Potency, µM (titrated, usually from 154 µM), without a hit: top-dose activation, hits mostly activators; hit rate 0.073% among 360,000; AID 720707; further: potency means the concentration at half of the fitted maximal effect; nearly all actives have a fitted effect of over 60% in size
#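 Read-out is the fluorescence drop as BODIPY-GDP leaves Rap1B (480 nm excitation, 540 nm emission), recorded every 5 minutes over 30 minutes. Reactions held 100 nM EPAC1, 250 nM Rap1B–BODIPY-GDP and 50 uM GDP, with 6.5 mM cAMP setting full activation.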
# WRN inhibitor = inhibitors of human WRN helicase; Q14191; WRN helicase unwinding, fluorescent forked duplex, kinetic; Potency, µM (doses to about 114 µM), for the others: top-dose activity change, negative = inhibition, most hits filed as inhibitors; hit rate 0.46% among 360,000; AID 651768; further: potency means the concentration at half of the fitted maximal effect; on the % scale 0 is the no-effect control and ±100 the full control effect; nearly all actives have a fitted effect of over 55% in size
#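 Kinetic fluorescence helicase assay: unwinding of a quenched forked DNA duplex (100 nM final) with 2 mM ATP final raises red fluorescence (525/598 nm). Compounds sat 15 min at room temperature with 20 nM WRN beforehand.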
# EPAC2 agonist = EPAC2 (human) agonism; EPAC2 activation, biochemical qHTS; response scale: 100% = 6.5 mM cAMP response; Potency, µM (titrated, usually from 154 µM), inactives show top-dose activation, actives largely listed as activators; AID 720711; Q8WZA2; hit rate 0.079% among 360,000; further: potency means the concentration at half of the fitted maximal effect; nearly all actives have a fitted effect of over 50% in size
# Target sequence (Q8WZA2 whole entry, looked up): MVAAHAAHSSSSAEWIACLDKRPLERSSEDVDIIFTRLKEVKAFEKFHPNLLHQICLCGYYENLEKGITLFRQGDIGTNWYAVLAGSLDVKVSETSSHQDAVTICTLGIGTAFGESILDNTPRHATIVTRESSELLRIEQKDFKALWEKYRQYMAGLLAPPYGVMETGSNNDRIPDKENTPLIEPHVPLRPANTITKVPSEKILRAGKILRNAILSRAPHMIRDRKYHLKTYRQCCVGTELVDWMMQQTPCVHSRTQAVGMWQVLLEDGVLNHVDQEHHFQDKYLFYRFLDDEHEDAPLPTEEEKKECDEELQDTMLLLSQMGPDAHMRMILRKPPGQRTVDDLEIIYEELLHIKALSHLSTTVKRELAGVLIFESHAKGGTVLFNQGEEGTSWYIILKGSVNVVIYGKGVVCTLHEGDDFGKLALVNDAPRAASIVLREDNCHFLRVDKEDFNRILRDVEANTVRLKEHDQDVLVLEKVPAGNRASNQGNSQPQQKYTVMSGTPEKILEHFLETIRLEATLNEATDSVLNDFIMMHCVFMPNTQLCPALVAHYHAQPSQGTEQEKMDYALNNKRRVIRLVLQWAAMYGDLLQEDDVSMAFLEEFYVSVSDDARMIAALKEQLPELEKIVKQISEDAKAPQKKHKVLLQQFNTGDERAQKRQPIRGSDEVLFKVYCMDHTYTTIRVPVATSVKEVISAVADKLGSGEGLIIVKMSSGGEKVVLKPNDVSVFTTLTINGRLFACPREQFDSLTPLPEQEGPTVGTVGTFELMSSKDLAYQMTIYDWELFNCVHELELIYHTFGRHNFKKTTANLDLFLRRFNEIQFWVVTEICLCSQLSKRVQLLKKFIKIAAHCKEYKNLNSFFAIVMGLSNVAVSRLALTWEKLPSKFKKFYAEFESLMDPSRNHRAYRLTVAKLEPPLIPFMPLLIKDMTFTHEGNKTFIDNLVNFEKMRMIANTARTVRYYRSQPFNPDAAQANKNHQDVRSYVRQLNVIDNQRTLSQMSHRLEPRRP
#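 Guanine nucleotide exchange by EPAC2 is measured as reduced fluorescence of BODIPY-GDP once it is released from 250 nM Rap1B. Plates are read kinetically for 30 min at room temperature; results are scaled to 6.5 mM cAMP.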
# EPAC1 antag = blocks human EPAC1 exchange factor | O95398 | EPAC1 GEF assay, Rap1b-BODIPY-GDP exchange fluorescence | AID 720709 | Potency, µM (doses to about 115 µM), for inactives: top-dose activity change, negative = inhibition, actives largely listed as inhibitors | hit rate 0.14% among 360,000;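 further: potency means the concentration at half of the fitted maximal effect; plate controls were vehicle for no effect and positive control for full effect; nearly all actives have a fitted effect of over 50% in size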
# * marks the source's active call; other numbers are inactive results; ? = inconclusive; nt = no result given; [ ] = remark or other dose. Unless noted, the call rests on the fitted dose curve; in most records, active means well fitted curve in the direction sought with a large enough effect; inconclusive means small, poorly fitted or top-dose-only effect, or another doubt; inactive means no such curve, though single readings can be large; an effect the other way counts as inactive or inconclusive. A portion of the library; the hit share may differ from the screen's.
SMILES,PI5P4Ka inh,CCT chaperon mod,IL2 activator,PLK1 PBD block,EPAC1 ag,WRN inhibitor,EPAC2 agonist,EPAC1 antag
N#Cc1nc(Cc2cccc3ccccc23)oc1N1CCCCC1,20,-5.7,-0.9,-15%,14%,1%,-83%[inhibitor][15.6 µM],-8%
O=C(NNc1ccnc2cc(Cl)ccc12)C1CCCCC1,4,-5.1,5.2,-13%,13%,-5%,7%,13%
Cn1nc(C(C)(C)C)cc1N1C(=O)CCC1(C)C(=O)Nc1ccc2c(c1)OCCO2 (stereo unspecified),1,2.6,0.1,-3%,-5%,2%,3%,9%
COc1ccc([N+](=O)[O-])cc1NC(=S)NC(NC(=O)Cc1ccc(OC)c(OC)c1)C(Cl)(Cl)Cl (stereo unspecified),-12,-0.6,-2.2,-15%,1%,-22%,13%,-12%
Cc1cc(C)c(NC(=S)N(CCCN2CCOCC2)Cc2cccnc2)c(C)c1,1,0.5,-1.1,-17%,11%,3%,12%,2%
CO/N=C(\Cn1ncc(NC2CCCCC2)c(Br)c1=O)c1ccc(Cl)cc1,18,0.0,-2.2,-2%,9%,-24%,13%,-22%
CCCCN(C(=O)c1cc(OC)c(OC)c(OC)c1)C1=CC2CCC(C1)N2C (stereo unspecified),0,-4.7,-0.3,-3%,-6%,-6%,12%,-9%
Cc1ccc(C(=O)C(C)Sc2nnc(N)s2)cc1 (stereo unspecified),2,-14,0.0,-3%,-5%,2%,12%,9%
C=C1c2cc3c(cc2NC(=S)N1Cc1ccccc1)OCO3,-12,0.6,-4.7,-25%,10%,5%,29%,-3%
Cc1ccccc1N(C(=O)c1snc(C(N)=O)c1N)C(C)C(=O)NC1CCCCC1 (stereo unspecified),6,-1.7,-1.7,-4%,-11%,4%,-5%,-15%
COc1ccc(S(=O)Cc2ccc(C(=O)N3CCN(c4cccc(C)c4C)CC3)o2)cc1 (stereo unspecified),-1,1.0,-0.3,2%,12%,4%,-2%,-14%
CC(C)C[C@@H](N)c1nnc(SCC(=O)c2ccc(Cl)cc2)o1,nt,-3.1,0.4,-8%,-5%,0%,-2%,-6%
COc1ccccc1C(=O)NN=C1CCN(Cc2ccccc2)CC1,-6,-1.7,-2.1,-1%,5%,-40%,9%,0%
COc1ccc(C(=O)C2CCCN(C(=O)Cn3nc(C)nc3C)C2)cc1F (stereo unspecified),-1,0.9,-2.5,4%,2%,21%,11%,4%
O=C(c1c(F)cccc1F)N1CCN(c2ncccn2)CC1,nt,-3.1,-1.9,-1%,-1%,0%,2%,10%
O=c1c2cn[nH]c2nc(SCc2ccccc2F)n1-c1ccc(Br)cc1,4,-0.2,1.1,2%,12%,-13%,4%,-28%
CCS(=O)(=O)N1Cc2ccccc2CC1C(=O)Nc1nnc(C2CC2)s1 (stereo unspecified),-15,-2.0,0.6,-2%,-2%,3%,17%,-25%
Cc1ccc(NC(=O)c2cccc(N3C(=O)CCC3=O)c2)nc1,0,0.3,1.1,2%,-6%,3%,4%,5%
Cc1ccc(NC(=O)CC2C(=O)NCCN2C(=O)c2ccc(F)cc2)cc1 (stereo unspecified),-1,-8.5,-0.5,8%,-6%,-6%,-4%,2%
Cc1ccc2[nH]cc(CCCN3C(=O)c4ccccc4C3=O)c2c1,-7,0.3,-1.9,30µM*,13%,0%,24%,-23%
CCCCN1CCNC[C@@H]1c1ccccc1,0,-4.0,2.2,-3%,4%,5%,14%,9%
C1=C(CCNc2nnnn2-c2ccccc2)CCCC1,-20,0.0,-1.2,21µM*,2%,-10%,-1%,-17%
O=C(Cn1cc[n+](CC(=O)c2ccccc2)c1)c1ccccc1,0,-0.3,-0.9,0%,4%,-4%,1%,-6%
CC1CC(C)CN(C(=O)CN2CCN(Cc3ccc(Cl)cc3)C2=O)C1 (stereo unspecified),1,1.6,-1.1,-1%,0%,0%,-2%,3%
COC(=O)c1ccccc1S(=O)(=O)N1CCC(C(=O)N(C)CCOc2ccccc2)CC1,3,-0.3,-1.7,-2%,-6%,-3%,2%,-9%
CCOC(=O)c1c(NC(=O)CN2C(=O)NC3(CCC(C)CC3)C2=O)sc(C)c1-c1ccc(C)cc1 (stereo unspecified),4,0.7,3.0,-4%,8%,10%,-12%,6%
COc1ccc(CCNC(=O)c2nn(C)c3c2CS(=O)(=O)c2ccccc2-3)c(OC)c1,1,-0.4,-3.2,-7%,-1%,8%,-7%,-19%
COc1ccc(OC(=O)CCc2c[nH]c3ccccc23)cc1,-1,0.8,1.6,-2%,3%,-4%,21%,0%
O=C(O)CCCn1ccc2cc(S(=O)(=O)N3CCCC3)ccc21,-4,-1.0,-2.2,-28%,-4%,4%,-6%,-5%
CCOc1ccccc1N(C)S(=O)(=O)c1ccc2c(c1)N(C(C)=O)CCO2,-12,-1.9,1.3,-15%,12%,-5%,11%,-3%
O=C(O)CN1C(=O)CCS(=O)c2ccccc21 (stereo unspecified),-4,0.7,-2.7,-6%,-12%,3%,-1%,-9%
C/C=C/C=C\C(=O)Nc1cccc(C2=NOC3(C2)C[C@@H](C(N)=O)N(C(=O)c2cc([N+](=O)[O-])cc([N+](=O)[O-])c2)C3)c1 (stereo partly specified),-24,1.4,-0.3,-16%,-11%,1%,2%,-7%
O=C(NC(=S)NC1CCCC1)c1ccccc1,1,-3.2,-1.3,-4%,-7%,-3%,8%,-6%
Cc1ccc(C(=O)C2OC(=O)C(C)(C)C(=O)C2(C)C)cc1 (stereo unspecified),-1,-7.1,1.5,-1%,4%,1%,8%,-2%
COCCN(Cc1ccc(C)cc1)C(=O)[C@H]1O[C@@H](n2ccc(=O)[nH]c2=O)[C@H](O)[C@@H]1O,-1,-0.6,0.5,-11%,-2%,0%,11%,-3%
CN1CCN(Cc2c(O)c(Cl)cc3c(-c4ccccc4)cc(=O)oc23)CC1,-20,-4.1,0.9,-18%,-4%,1%,-3%,4%
O=C(O)CCCC(=O)Nc1ccc(OCc2nc3ccccc3s2)cc1,-25,0.9,-1.9,4.2µM*,5%,-13%,2%,-23%
CCN(CC)S(=O)(=O)c1cc(C(=O)Nc2nncs2)c(Cl)cc1Cl,nt,-1.8,-0.6,-4%,4%,-12%,-4%,3%
C/C(=N\N=c1/sc2ccccc2n1C)c1ccccn1,13,-1.3,-0.3,-8%,11%,1%,17%,-3%
CC1CCCC(NC(=O)CCNC(=O)c2ccc(Br)cc2)C1C (stereo unspecified),-4,0.5,-0.4,-4%,-14%,-22%,-2%,-11%

# 3 entries picked at random from the list so far, as already listed:
SMILES,PI5P4Ka inh,CCT chaperon mod,IL2 activator,PLK1 PBD block,EPAC1 ag,WRN inhibitor,EPAC2 agonist,EPAC1 antag
COc1ccc(CCNC(=O)c2nn(C)c3c2CS(=O)(=O)c2ccccc2-3)c(OC)c1,1,-0.4,-3.2,-7%,-1%,8%,-7%,-19%
O=C(O)CN1C(=O)CCS(=O)c2ccccc21 (stereo unspecified),-4,0.7,-2.7,-6%,-12%,3%,-1%,-9%
CCOc1ccccc1N(C)S(=O)(=O)c1ccc2c(c1)N(C(C)=O)CCO2,-12,-1.9,1.3,-15%,12%,-5%,11%,-3%

# (continued)
SMILES,PI5P4Ka inh,CCT chaperon mod,IL2 activator,PLK1 PBD block,EPAC1 ag,WRN inhibitor,EPAC2 agonist,EPAC1 antag
CC(C)C[C@H]1CN(CCCC[C@H]2CNC(=O)C(=O)N2CCc2ccc(O)cc2)C(=O)C(=O)N1Cc1ccccc1,8,-1.8,-0.8,-10%,2%,2%,6%,-4%
CCC(C)Sc1nc2c(c(=O)[nH]c(=O)n2C)n1Cc1ccccc1Cl (stereo unspecified),0,-0.1,-0.2,?,-7%,0%,-6%,2%
CCc1nnc(NS(=O)(=O)c2ccc(NC(=O)c3cccc4ccccc34)cc2)s1,5,2.7,-4.8,-15%,6%,-8%,6%,-21%
O=C1COc2ccc(C(=O)CSc3ccc(Br)cc3)cc2N1,-8,-3.4,4.8,?,-8%,21%,3%,19%
O=C(Cn1cc([N+](=O)[O-])cn1)NCc1ccccc1,-2,-0.8,0.2,-15%,7%,10%,3%,2%
O=C(COC(=O)C1(c2ccccc2F)CCCC1)NCc1cccs1,1,0.1,-0.3,-9%,-1%,-8%,5%,-18%
O=C(N/N=C/c1cccnc1)C(O)(c1ccccc1)c1ccccc1,-2,-1.4,-0.1,-6%,-2%,6%,-4%,5%
CC(Oc1ccc(Cl)cc1Cl)C(=O)NC1=NN(c2ccccc2)C(=O)C1 (stereo unspecified),?,1.2,-0.9,?,7%,-15%,-13%,?
CCCCN(C(C)=O)C1CC(=O)N(c2ccc(OCCC)cc2)C1=O (stereo unspecified),8,-1.4,-0.7,-9%,4%,1%,10%,-21%
CN(CC(=O)Nc1ccccc1Br)c1ncnc2sccc12,1,-2.5,-0.1,-8%,7%,-33%,11%,-10%
Cc1ccc(S(=O)(=O)NC(=NC2CCCCC2)c2ccc(Cl)cc2)cc1,-5,-1.3,-2.4,2%,2%,4%,2%,15%
O=C(NNC(=O)c1cc(Br)ccc1Cl)c1csc(N2CCOCC2)n1,-2,-0.6,-0.9,-6%,-6%,-16%,6%,5%
COC(=O)C(CC(=O)c1ccc(Cl)cc1)c1ccc(C(C)C)cc1 (stereo unspecified),2,2.3,-4.6,-4%,5%,-26%,-1%,-9%
COc1ccc(NC(=O)CSc2nnc(NC(=O)C3CCC3)s2)cc1,-3,0.6,-2.0,-2%,-6%,-5%,3%,-15%
CC1CC(Nc2ccccc2)c2ccccc2N1C(=O)c1ccco1 (stereo unspecified),-3,0.3,-3.9,-2%,12%,-5%,10%,-10%
NC(=O)c1ccc(NC(=O)c2cccc(Oc3ccccc3)c2)cc1,-8,0.5,-3.1,-4%,6%,8%,7%,0%
O=C(CSc1ncc(-c2ccccc2)n1-c1ccccc1)NCc1ccco1,nt,-3.7,1.4,1%,14%,-15%,6%,2%
O=C(Nc1ccccc1)OCCOc1ccccc1Br,21,1.1,-0.1,-9%,14%,-2%,20%,6%
CNc1ccc(-c2cc(OC)ccc2OC)cn1,-8,0.7,1.0,-1%,-11%,8%,4%,-10%
CO/N=C/c1ccc(Oc2ccc([N+](=O)[O-])cc2[N+](=O)[O-])c(OC)c1,11,-3.6,2.2,-10%,8%,-5%,-1%,-3%
CCOC(=O)CN1C(=O)CSc2ccc(S(=O)(=O)N3CCCC3)cc21,-9,0.3,-2.0,-10%,4%,-9%,0%,-4%
Cc1cc2ncn(-c3ncnc4scc(-c5ccccc5)c34)c2cc1C,-2,-2.4,-0.6,29%,-3%,-7%,4%,-13%
